# T cell HTS – T cell immune modulators affecting CD8 T cell-vesicle binding; AID 2052; hit rate 0.068% among 330,000; calls only at 7 µM; 2C CD8+ T cell-vesicle binding, flow cytometry; stronger effect = lower value;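 active = response, share of CD8 T cells binding vesicles, and their 90th percentile fluorescence all below set limits, cut at about 80% in these data, passing the limit was not always enough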
#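 System: murine 2C transgenic CD8+ T lymphocytes; also added: QL9-loaded Drosophila micro-vesicles; times: binding 1.5 h at 37 °C; measured by: flow cytometry, PE anti-B7-1 (FL2) versus Alexa647 anti-CD8 (FL8), PFA-fixed; control set: Peptide-free naked vesicles (low) and QL9 vesicles with 0.7% DMSO vehicle (high)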
# Hep lipid drop – modulators of hepatic lipid droplet formation; AML12 mouse hepatocytes, oleate lipid droplets, BODIPY imaging; hit rate 0.4% among 240,000; inhibition, % at 6.5 µM;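 active = lipid droplet intensity inhibited by at least 50%, with more than 500 cells counted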
#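 material = mouse AML12 hepatocyte cell line, fixed after treatment | also added = 100 µM oleic acid challenge | doses = compound at 6.5 µM only | schedule = overnight exposure | technique = Image-based BODIPY and DAPI two-channel analysis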
# Hep lipid drop cells 6.5 µM – also measured in Hep lipid drop; calls as there; cell count; measured here: cell count, cytotoxicity flag;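 cells counted across two imaged fields per well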
# T cell HTS vesicle-bound % – also measured in T cell HTS; calls as there; double positive events, %; measured here: CD8+ vesicle-bound cell fraction;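 binding gate set so that unloaded-vesicle control wells show 10% double positive cells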
# An asterisk follows results filed as active; i = inactive; + = active, no number. A portion of the library, so the mix of outcomes need not match the whole.
SMILES,T cell HTS,T cell HTS vesicle-bound %,Hep lipid drop,Hep lipid drop cells 6.5 µM
Cc1cccc(/C=C/c2onc(C)c2S(=O)(=O)N2CCC(C(=O)NC(C)C)CC2)c1,i,17.8,6.0,858
COCC1CCCCN1C(=O)c1ccc2oc(CCc3ccccc3)nc2c1 (stereo unspecified),i,26.0,9.4,807
O=C(CN1C(=O)NC2(CCCC2)C1=O)Nc1ccc(Cl)c(C(F)(F)F)c1,i,28.8,2.4,784
Cn1ccnc1COc1ccc(C=O)cc1,i,51.8,7.4,827
COc1ccc(/C=N/NC(=O)c2ccc(NC(=O)c3cccc([N+](=O)[O-])c3)cc2)c(C(=O)O)c1OC,i,16.0,12.2,732
CCOC(=O)C1CCN(S(=O)(=O)c2cccc(C(=O)Nc3ccccc3)c2)CC1,i,11.1,-1.2,623
O=C(NCCc1c[nH]c2ccccc12)N[C@@H](Cc1ccccc1)C(=O)O,i,40.3,-3.6,830
O=C(NN1C(=O)/C(=C/c2ccc(O)cc2)SC1=S)c1ccccc1O,i,20.4,9.2,404
CCOC(CNC(=O)c1cc2c(=O)n(CC)c3ccccc3c2s1)OCC,i,49.7,6.7,422
Cc1cccc(CCNCc2c(C(=O)O)c(C)n(-c3ccccc3)c2C)c1,i,52.3,34.3,754
COc1cc(S(=O)(=O)Nc2cccc3cn[nH]c23)c(OC)cc1C,i,30.9,-19.3,708
COc1cccc(NC(=O)Nc2cc(C(=O)NC(C)C)ccc2N2CC3CC(C2)c2cccc(=O)n2C3)c1 (stereo unspecified),i,22.0,-1.6,672
CCn1ncc(CN2CCC(C(=O)Nc3cccc(-c4cccc(F)c4)c3)CC2)c1C,i,10.7,6.2,611
O=C(NCCN1CCOCC1)c1cc(-c2ccc(Cl)c(Cl)c2)on1,i,18.5,7.6,829
O=C(Nc1ccnn1C1CCN(C2CCC2)CC1)c1ccccc1Cl,i,77.0,-2.0,809
O=C(NCCOc1ccccc1)C1CCC(=O)N(CCN2CCOCC2)C1 (stereo unspecified),i,18.9,-5.2,735
COc1ccccc1NC(=O)CC(=O)c1cccc([N+](=O)[O-])c1,i,20.5,6.2,782
CCN1CCN(CC#CCOc2ccccc2OC)CC1,i,57.5,-5.6,821
Cc1cccc(NC(=O)N2CCCC2C(=O)NCc2ccccc2)c1 (stereo unspecified),i,30.4,-2.4,805
CCCCc1nc2cc(C(=O)N3CCCCC3CCO)ccc2o1 (stereo unspecified),i,38.5,-7.6,566
CCN1C(=NCCOC)N[C@@H](c2cccs2)C(C(=O)OC)=C1C,i,16.7,-6.4,798
O=C(NNC(=O)c1ccncc1)Nc1ccccc1,i,38.4,-2.2,809
CC(C)C(NS(=O)(=O)c1ccccc1F)C(=O)N1CCc2ccccc2C1 (stereo unspecified),i,31.0,-45.9,725
C/C(=N\NS(=O)(=O)c1ccc([N+](=O)[O-])cc1)c1ccc2c(c1)OCO2,i,58.5,-1.9,833
COc1ccc(NC(=O)c2ccc3nc(C)sc3c2)cc1,i,53.1,13.2,877
CCC(CO)(CO)N(CC(=O)Nc1ccc(OC)cc1)CC(=O)Nc1ccc(OC)cc1,i,25.6,10.9,869
CN(C(=O)c1ccc(F)cc1)c1ccccc1C(=O)NCc1ccccc1,i,54.2,-0.9,837
CN(C)C(=O)c1ccc(NC(=O)COc2cccc(Oc3ccccc3)c2)cc1,i,29.3,0.0,821
Cc1cc(C)n(S(=O)(=O)c2ccc(C)c(C)c2)n1,i,57.1,-7.0,854
CC(=O)c1cccc(NC(=O)c2ccc3c(c2)C(=O)N(Cc2cccnc2)C3=O)c1,i,20.9,2.3,712
O=C(CN1CCN(c2ccc(F)cc2)CC1)c1ccc(O)cc1O,i,29.8,-12.2,750
O=C(CCN1C(=O)/C(=C\c2ccccc2)SC1=S)Nc1ccc(C(=O)O)cc1,i,35.3,0.0,803
COc1ccccc1CCN1CCCC(CN(C)CC(C)(C)CO)C1 (stereo unspecified),i,23.9,-2.1,770
COc1cc(CNc2ccc3[nH]c(=O)[nH]c3c2)ccc1OCc1ccc(Cl)cc1,i,58.3,1.1,750
O=C(COc1ccccc1[N+](=O)[O-])Nc1cccc(C(=O)Nc2ccccc2C(=O)O)c1,i,34.3,-4.7,674
NC(=O)COC(=O)c1ccc2c(c1)C(=O)N(Cc1ccco1)C2=O,i,31.0,-17.3,745
Cn1c(NC(=O)c2ccc(F)cc2)nc2ccccc21,i,48.4,14.7,834
COc1ccccc1N1CCN(S(=O)(=O)c2cc(Br)cnc2N)CC1,i,23.7,5.8,682
CC[C@]1(c2cccc(C)c2)C(=O)N(C(=O)OC)N1C(=O)OC,i,16.5,-6.9,714
Cc1ccc(S(=O)(=O)N2CCCOC2CNC(=O)C(=O)NCc2ccccc2C)cc1 (stereo unspecified),i,20.0,24.2,840
COc1ccc(OC)c(NC(=O)c2nnn(CC(=O)Nc3ccc4c(c3)OCO4)c2N)c1,i,3.4,-6.5,712
Cc1cc(Cl)cc2sc(NC(=O)C3CC3)nc12,i,42.0,-0.2,710
COc1ccc(S(=O)(=O)NCc2ccc3c(c2)OCO3)cc1OC,i,50.5,33.7,787
O=c1[nH]c(/C=C\c2cccc(F)c2)nc(O)c1[N+](=O)[O-],i,54.7,-7.6,779
Cc1cccc2cc(CN(CC3CCCO3)S(=O)(=O)c3ccccc3)c(=O)[nH]c12 (stereo unspecified),i,32.2,15.9,662
O=C(NCc1ccc(F)cc1)C1CCCN1C(=O)Nc1ccc(Cl)cc1 (stereo unspecified),i,20.6,1.1,414
CC1=C(C(=O)O)N2C(=O)C(NC(=O)c3ccccc3Cl)C2SC1 (stereo unspecified),i,11.7,-3.7,829
CC(=O)Nc1ccc(S(=O)(=O)NCCC(=O)OCC(=O)c2ccc(F)c(F)c2)cc1,i,21.3,12.7,835
[2H]C(CCOS(N)(=O)=O)c1ccc(C(C)(C)C)cc1 (stereo unspecified),i,18.6,-0.2,737
Cc1cc(OCC(=O)NCc2ccccn2)c2c(C)cc(=O)oc2c1,i,27.8,-5.2,774
O=C(CSc1nnc(CNC(=O)c2ccccc2)o1)NCc1ccc(F)cc1,i,42.5,1.5,814
CCn1c(CC(=O)Nc2ccccc2F)nnc1SCC(=O)Nc1nnc(C)s1,i,22.5,13.8,719
COc1cccc(CNc2nc3ccccc3n2C)c1O,i,49.5,-11.9,741
O=C(N/C(=C\c1ccccc1)C(=O)N1CCCCC1)c1ccc(Br)o1,i,13.0,-0.2,881
O=C(NCCCn1ccnc1)/C(=C/c1ccc(Cl)cc1)NC(=O)c1ccccc1,i,22.7,12.2,802
O=C(CSc1ccc(-c2cccnc2)nn1)Nc1ccc(F)c(F)c1,i,67.9,0.0,800
CCN(CCN1CCCC1)C(=O)c1cc(COc2ccccc2SC)on1,i,3.6,-0.7,630
O=C1COc2ccc(S(=O)(=O)NCCc3ccccc3)cc2N1,i,51.2,7.9,721
O=C(Nc1cccc(NC(=O)c2ccccc2Cl)c1)c1ccc(F)cc1,i,27.1,3.3,809
CC(Oc1cc2oc(=O)c3c(c2cc1Cl)CCC3)C(=O)NCc1ccncc1 (stereo unspecified),i,2.6,-5.5,738

# A few values from the list.
# O=C(N/C(=C\c1ccccc1)C(=O)N1CCCCC1)c1ccc(Br)o1 in T cell HTS vesicle-bound % → 13.0
# COc1ccc(OC)c(NC(=O)c2nnn(CC(=O)Nc3ccc4c(c3)OCO4)c2N)c1 in Hep lipid drop cells 6.5 µM → 712

# Carrying on:
SMILES,T cell HTS,T cell HTS vesicle-bound %,Hep lipid drop,Hep lipid drop cells 6.5 µM
Cc1cccc(S(=O)(=O)NCCNS(=O)(=O)c2cccc(C)c2)c1,i,24.1,2.0,848
COc1ccc(CNC(=O)c2ccc3ccccc3n2)cc1OC,i,49.8,10.9,826
Cc1c(C(=O)N(Cc2ccncc2)CC2CCCO2)oc2c(F)cccc12 (stereo unspecified),i,11.3,-7.6,739
Nc1c(C(=O)Nc2ccc(Cl)cc2)sc2nc(N3CCOCC3)c3c(c12)CCCC3,i,17.0,-3.8,669
CCc1ccccc1NC(=O)c1ccc(-c2csc(C)n2)cc1,i,51.8,2.5,825
C=C1CCC[C@]2(C)C[C@H]3OC(=O)C(CNCC(OC)OC)[C@H]3CC12 (stereo partly specified),i,31.6,2.4,708
O=C(NC1CCCC1)c1cc(-c2ccccc2)on1,i,8.7,0.0,781
COc1ccc(-c2cc(CNS(=O)(=O)c3ccc(NC(C)=O)cc3)on2)cc1,+,3.3*,8.0,860
N=c1c(C(=O)NC2CCCC2)cc2c(=O)n3ccccc3nc2n1Cc1ccccc1,i,11.7,-34.8,747
C[C@H](NC(=O)c1nc[nH]c1C(=O)NCC(=O)OC(C)(C)C)c1ccccc1,i,23.5,5.8,860
COc1cc(Nc2c3c(nc4ccccc24)CCC3)cc(OC)c1OC,i,29.3,-33.6,609
COC(=O)C1=CN(C(C)c2ccccc2)C=C(C(=O)OC)C1c1cc(OC)c(OC)c(OC)c1 (stereo unspecified),i,27.3,1.5,626
O=C1C(Cl)=C(N2CCOCC2)C(=O)N1c1ccc(Br)cc1,i,45.9,-1.9,794
O=C(COc1ccccc1Cl)Nc1ccc2c(c1)C(=O)NC2=O,i,36.0,-43.8,673
COc1ccc(CNC(=O)COc2ccc(S(=O)(=O)N3CCCCC3)cc2Cl)cc1,i,6.8,1.2,856
COCc1cc(C)nc(SCC(=O)Nc2ccc3c(c2)n(C)c(=O)n3C)c1C#N,i,43.8,-7.6,833
C[C@]12CCC(=O)CC1=CCC1C3CC=C(C#N)[C@@]3(C)CC[C@@]12O (stereo partly specified),i,28.5,-9.7,851
Cc1cccc(C(C(=O)NCc2ccc(F)cc2)N(C(=O)c2csnn2)C2CC2)c1 (stereo unspecified),i,42.7,-56.7,697
CCCOc1ccc(C(=O)Nc2ccc(N3CCN(C(=O)c4ccco4)CC3)cc2)cc1,i,7.8,20.4,626
O=C(c1ccccc1)N1CCN(C(=O)c2cc3ccccc3oc2=O)CC1,i,18.6,10.2,831

# A different layout for some results above:
smiles	T cell HTS	T cell HTS vesicle-bound %	Hep lipid drop	Hep lipid drop cells 6.5 µM
O=C(COc1ccccc1Cl)Nc1ccc2c(c1)C(=O)NC2=O	i	36.0	-43.8	673
COc1ccc(-c2cc(CNS(=O)(=O)c3ccc(NC(C)=O)cc3)on2)cc1	+	3.3*	8.0	860

# 3 of the compounds above, with each value named.
> COc1ccc(-c2cc(CNS(=O)(=O)c3ccc(NC(C)=O)cc3)on2)cc1
  T cell HTS: +
  T cell HTS vesicle-bound %: 3.3*
  Hep lipid drop: 8.0
  Hep lipid drop cells 6.5 µM: 860

> COc1ccc(CNC(=O)c2ccc3ccccc3n2)cc1OC
  T cell HTS: i
  T cell HTS vesicle-bound %: 49.8
  Hep lipid drop: 10.9
  Hep lipid drop cells 6.5 µM: 826

> Cc1c(C(=O)N(Cc2ccncc2)CC2CCCO2)oc2c(F)cccc12 (stereo unspecified)
  T cell HTS: i
  T cell HTS vesicle-bound %: 11.3
  Hep lipid drop: -7.6
  Hep lipid drop cells 6.5 µM: 739

# Some of the entries so far, with two lines to a compound:
# Sequence of screens: T cell HTS, T cell HTS vesicle-bound %, Hep lipid drop, Hep lipid drop cells 6.5 µM
- C[C@H](NC(=O)c1nc[nH]c1C(=O)NCC(=O)OC(C)(C)C)c1ccccc1
 : i, 23.5, 5.8, 860
- COc1cc(Nc2c3c(nc4ccccc24)CCC3)cc(OC)c1OC
 : i, 29.3, -33.6, 609
- COC(=O)C1=CN(C(C)c2ccccc2)C=C(C(=O)OC)C1c1cc(OC)c(OC)c(OC)c1 (stereo unspecified)
 : i, 27.3, 1.5, 626
- O=C1C(Cl)=C(N2CCOCC2)C(=O)N1c1ccc(Br)cc1
 : i, 45.9, -1.9, 794

# Next section:
SMILES,T cell HTS,T cell HTS vesicle-bound %,Hep lipid drop,Hep lipid drop cells 6.5 µM
CCOc1ccc2nc(NC(=O)C34CC5CC(CC(NC(C)=O)(C5)C3)C4)sc2c1,i,4.6,-1.3,669
O=C(CN1CCOCC1)NCc1cc([N+](=O)[O-])ccc1O,i,61.5,-1.1,790
Cn1c2ccccc2c2cc(/C=N/NC(=O)c3ccc(O)cc3O)ccc21,i,14.3,4.2,805
COc1ccc(CN2CCC(C(=O)c3cccc(Cl)c3)CC2)cc1,i,57.3,-6.4,787
O=C(CN1CCOCC1)Nc1ccc([N+](=O)[O-])cc1,i,50.0,-2.4,755
Cc1ccc2c(cnn2C(=O)CCCC(=O)NCc2ccc(Cl)cc2)c1,i,22.0,-9.2,780
CCc1nc(SCC(=O)NC2CCCC2)c2c(=O)n(C)c(=O)n(C)c2n1,i,63.9,-1.1,798
Cc1ccc2c(c1)=C(c1ccccc1)N(O)CC(=O)N=2,i,51.1,2.1,857
O=C(c1ccco1)N1CCN(Cc2ccccc2Br)CC1,i,18.9,-12.2,656
Cc1ccc(CNC(=O)N2CCN(c3ccc(C)cc3)CC2)cc1,i,54.6,-1.6,800
C=CCOc1ccc(-c2nc3c(c(=O)[nH]c(=O)n3CCC)n2CCCC)cc1,i,46.4,9.2,776
O=C(Nc1cc(Cl)ccc1-n1cncn1)c1cc(S(=O)(=O)N2CCOCC2)ccc1F,i,45.8,26.6,730
O=C(NC(Cc1ccccc1)C(=O)O)/C(=C/c1cccc([N+](=O)[O-])c1)NC(=O)c1ccco1 (stereo unspecified),i,33.6,2.8,735
COc1cc(/C=N/Nc2ccc(Cl)c(C(=O)O)c2)ccc1OC(=O)c1ccccc1F,i,33.9,-8.1,806
Cc1ccc(S(=O)(=O)N(C)C)cc1NC(=O)c1cc(-c2ccco2)nc2ccccc12,i,64.3,5.1,705

# Bioassay records deposited in PubChem by several laboratories.
